# GALR2 blocker: GALR2 (human) receptor antagonism | 0.39% of 140,000 active | O43603 | GALR2-expressing cells, antagonist mode | inhibition, % at 4 µM; in the data active means inhibition above about 27%;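 further: cells stimulated with galanin 1-16 at roughly its EC80; 0% = agonist challenge control and 100% = basal control without agonist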
# Target sequence (O43603 whole entry, looked up): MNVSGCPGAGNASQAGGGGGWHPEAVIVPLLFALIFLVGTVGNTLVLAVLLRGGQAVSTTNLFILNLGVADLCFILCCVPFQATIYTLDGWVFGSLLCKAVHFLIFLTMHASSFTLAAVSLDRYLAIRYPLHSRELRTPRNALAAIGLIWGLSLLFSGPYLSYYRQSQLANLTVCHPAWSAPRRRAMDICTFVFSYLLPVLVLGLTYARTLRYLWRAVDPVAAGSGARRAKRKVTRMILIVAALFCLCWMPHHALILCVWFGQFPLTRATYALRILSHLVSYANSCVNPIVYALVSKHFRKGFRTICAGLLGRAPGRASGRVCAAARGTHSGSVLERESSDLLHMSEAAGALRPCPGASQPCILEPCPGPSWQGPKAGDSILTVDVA
# MRP1 act: MRP-1 activation | H69AR cells + doxorubicin, viability rescue, CellTiter-Glo | viability increase, % at 10 µM | 0.61% of 140,000 active;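 active means viability gain under doxorubicin at or above a set limit, the compound median plus 3 SD, cut at about 4.7% in these data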;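 further: MRP-1 overexpressing cells given doxorubicin 25 µM after compound pretreatment; 18-22 h compound pretreatment then 72 h with doxorubicin before readout; 0% = doxorubicin-only wells and 100% = vehicle-treated cells without doxorubicin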
# HCT116 bCat-KO: beta-catenin-lacking colon tumor cell growth suppression; HCT116 beta-catenin knockout viability, CellTiter-Glo, 60 h; hits give low values; viability, % at 10 µM; 1.5% of 140,000 active; AID 818;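 active means viability at or under a set limit, the compound median less 4 SD, cut at about 6% in these data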;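 further: 0% = Hyamine 1622 control at 20 µM and 100% = untreated cell control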
# PTEN del growth: PTEN-deleted cell growth suppression. HCT116 PTEN-null viability, CellTiter-Glo, 60 h; hits give low values. viability, % at 10 µM. 1.2% of 140,000 active. AID 827;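 active means viability at or below a set limit, 4 SD under the median of all tested compounds, cut at about 3.7% in these data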;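 further: PTEN knockout HCT116 line with beta catenin targeted HCT116 as companion control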
# Phagocyt inh: blocks phagocytosis by macrophages. inhibition, % at 5 µM. J774A.1 macrophage IgG-bead phagocytosis, imaging. 0.07% of 110,000 active;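 active means inhibition above the mean of the plate negative controls plus 5 SD, cut at about 13% in these data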;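 further: phagocytic index as fraction of beads internalized from green versus red external bead signal; plate controls were DMSO negative control for no effect and cytochalasin-D positive control for full effect; some results beyond the cut were filed as inactive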
# NPY-Y2 antag: NPY-Y2 (human) receptor antagonism; NPY-Y2 expressing cells, antagonist mode; inhibition, % at 2.7 µM; P49146; AID 793; 0.99% of 140,000 active; in the data active means inhibition above about 17%;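 further: 0% = vehicle with agonist challenge and 100% = reference antagonist with challenge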
# Target sequence (P49146 whole entry, looked up): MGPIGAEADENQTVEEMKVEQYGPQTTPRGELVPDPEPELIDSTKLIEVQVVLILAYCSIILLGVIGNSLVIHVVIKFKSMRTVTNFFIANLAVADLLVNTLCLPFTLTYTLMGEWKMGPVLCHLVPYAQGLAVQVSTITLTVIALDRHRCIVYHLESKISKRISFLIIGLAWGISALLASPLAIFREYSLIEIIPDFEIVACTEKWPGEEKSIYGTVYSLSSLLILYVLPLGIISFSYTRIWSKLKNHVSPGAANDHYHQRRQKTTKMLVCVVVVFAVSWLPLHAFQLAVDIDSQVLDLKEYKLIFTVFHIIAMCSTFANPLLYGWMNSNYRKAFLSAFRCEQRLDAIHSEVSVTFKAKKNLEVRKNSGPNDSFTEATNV
# Measles CPE: protection of cells from measles virus; 1.5% of 140,000 active; protection (pct of control), % at 4 µM; Measles virus-infected cells, CPE protection, absorbance; AID 841; in the data active means protection mostly above about 24%, no sharp cut-off; inactive means mostly below about 26%; further: some compounds called inactive have numbers as strong as hits
# BB579 growth dn: chemicals that inhibit yeast BB579 growth in restrictive medium (lifespan-shortening candidates). S. cerevisiae BB579 growth, OD615, 48 h. inhibition, % at 10 µM. 0.51% of 140,000 active. AID 804;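 active means inhibition above a set limit, 3 SD over the mean compound inhibition, cut at about 44% in these data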; further: inactives centre near -24
#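 System: Saccharomyces cerevisiae DeaD strain BB579, replicative lifespan model yeast | Buffer or medium: Restrictive glucose-based CSMM-D medium | Times: 4 h preincubation and 48 h exposure at 30 °C | Detection: OD615 turbidity measurement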
# Yeast life ext: yeast lifespan extension; S. cerevisiae growth with nicotinamide, OD615; deaD strain in restrictive glucose medium; inhibition of the nicotinamide effect, % at 10 µM; 0.68% of 130,000 active;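 active means inhibition above a set limit, placed 3 SD over the median of all compounds, cut at about 26% in these data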;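 further: 0% = nicotinamide-treated wells and 100% = cells grown without nicotinamide; some compounds called inactive have numbers as strong as hits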
#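 Test system: DeaD-strain S. cerevisiae / Buffer or medium: restrictive glucose medium / Also added: nicotinamide 1.5 mM / Doses: one concentration, 10 µM, DMSO 0.25% / Schedule: 48 h at 30 °C / Signal: OD615 measurement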
# E-sel TNF inh: blocks E-selectin expression induced by TNF alpha; inhibition, % at 2 µM; AID 1246; HUVEC TNFa-induced E-selectin immunofluorescence, high content; 0.71% of 120,000 active;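 active means inhibition above the batch mean plus 3 SD, and confirmed as a hit on visual image review, cut at about 43% in these data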;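 further: 0% = TNF-stimulated DMSO wells and 100% = unstimulated control wells; not every result past the cut was called active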
# Active calls of the source: *; nt = no result given.
SMILES,GALR2 blocker,MRP1 act,HCT116 bCat-KO,PTEN del growth,Phagocyt inh,NPY-Y2 antag,Measles CPE,BB579 growth dn,Yeast life ext,E-sel TNF inh
Cc1ccc(-c2nc(NCc3ccco3)c3ccccc3n2)cc1,0,-2.2,74,74,-6,1,25,-17,-9,-20
O=S(=O)(NC1CCCCC1)c1ccc(S(=O)(=O)N2CCN3CCCC3C2)cc1 (stereo unspecified),-10,-3.3,94,90,0,0,1,-20,-6,nt
CCN(CC)C(=O)CSc1nnc(-c2ccccc2)c(-c2ccccc2)n1,3,-1.9,90,88,-4,2,8,-16,15,nt
CCN(CC)c1ccc(NC(=O)c2cccnc2)c(C)c1,7,-3.0,49,38,nt,0,3,-1,-6,5
Cc1ccc2nc(C)cc(C(=O)OCC(=O)c3ccc(Cl)c([N+](=O)[O-])c3)c2c1,-12,-1.3,92,87,-3,13,12,-26,-2,1
CCOC(=O)c1cnc2c(C#N)c(C)nn2c1C,-1,-2.9,96,90,0,-2,5,-23,2,nt
Cc1cccc(OCCC(=O)NCC(c2ccccc2)N(C)C)c1 (stereo unspecified),5,-1.1,90,104,0,1,6,11,-6,-3
Cc1ccc(-n2ccc(=O)c(C(=O)O)n2)cc1,-9,-0.9,102,95,nt,4,13,-19,1,-7
CCS(=O)(=O)N1CCN(Cc2ccc([N+](=O)[O-])cc2)CC1,-20,0.7,82,96,-6,1,12,-12,2,10
Nc1nc(SCC(=O)NCc2ccco2)[nH]c(=O)c1-c1ccccc1,2,0.3,97,95,1,4,11,-33,-10,3
CSC1=C(C#N)C(c2ccccc2C)C(C#N)=C(N)N1 (stereo unspecified),6,-1.6,40,65,4,3,40,-39,0,-11
COc1ccc(C2(C(=O)NCCN3CCOCC3)CCOCC2)cc1,4,0.1,99,117,1,-1,4,-43,-7,-13
CCC(O)CNc1nc(-n2nc(C)cc2C)nc2sc3c(c12)CC(C)(C)OC3 (stereo unspecified),0,-2.5,52,49,-3,-2,8,-47,-20,-17
COCCNC(=O)Cn1cnc2c1c(=O)n(C)c(=O)n2C,-9,-1.7,88,97,-2,2,12,-42,0,4
N#Cc1c(N)sc2c1CCN(CCc1ccccc1)C2,2,-2.2,58,60,nt,0,9,-25,nt,-14
CCc1cccc(NC(=O)CN(C)S(=O)(=O)c2cccc3nsnc23)c1,-2,-3.3,86,85,nt,2,6,-22,-7,-9
O=C(NC1CCCCC1)c1cc(Cl)nc2ccccc12,-2,-3.4,82,85,7,10,8,-15,-3,nt
CC1=C(C(=O)OC2CCCCC2)C(c2ccc(C)o2)C2=C(CC(C)(C)CC2=O)N1 (stereo unspecified),7,-0.2,92,82,1,2,2,-27,-8,1
O=C(NNC(=S)Nc1ccc(Cl)cc1Cl)C1CC1,12,1.0,93,99,-2,0,12,-25,7,nt
O=C(Nc1ccc2c(c1)OCCO2)C1CCN(C(=O)c2ccc(F)cc2)CC1,-2,-3.3,107,94,3,4,4,-58,-13,4
CCN1CCN(CC(O)COCc2ccccc2)CC1 (stereo unspecified),-3,-2.8,86,92,-2,1,2,-31,-16,-40
CN(C)c1cnn(-c2ccccc2)c(=O)c1Cl,0,-0.4,94,110,0,-1,32,-34,-2,3
O=C(Nc1ccc2nc(-c3cccnc3)[nH]c2c1)c1ccccc1F,19,-1.9,99,112,0,6,7,-90,0,0
COc1ccc(S(=O)(=O)N2CCCC(C(=O)NCc3ccco3)C2)cc1Cl (stereo unspecified),-10,-0.4,91,92,2,2,5,-26,1,0
CNC(=O)C(=O)NCC1OCCN1S(=O)(=O)c1ccc([N+](=O)[O-])cc1 (stereo unspecified),11,-0.9,106,94,-12,-1,4,-38,0,nt

# A draw from above in order of SMILES length, low to high:
SMILES,GALR2 blocker,MRP1 act,HCT116 bCat-KO,PTEN del growth,Phagocyt inh,NPY-Y2 antag,Measles CPE,BB579 growth dn,Yeast life ext,E-sel TNF inh
N#Cc1c(N)sc2c1CCN(CCc1ccccc1)C2,2,-2.2,58,60,nt,0,9,-25,nt,-14
Cc1ccc(-n2ccc(=O)c(C(=O)O)n2)cc1,-9,-0.9,102,95,nt,4,13,-19,1,-7
O=C(Nc1ccc2nc(-c3cccnc3)[nH]c2c1)c1ccccc1F,19,-1.9,99,112,0,6,7,-90,0,0

# Carrying on:
SMILES,GALR2 blocker,MRP1 act,HCT116 bCat-KO,PTEN del growth,Phagocyt inh,NPY-Y2 antag,Measles CPE,BB579 growth dn,Yeast life ext,E-sel TNF inh
O=C1CC(NNc2ccccc2)C(=O)N1c1cccc(Cl)c1 (stereo unspecified),13,0.4,95,96,nt,1,3,4,-20,-1
Cc1ccc(-n2c(-c3ccccc3)nnc2-c2cccs2)cc1,12,-3.8,90,101,nt,4,9,-29,nt,-5
Cc1ccc(S(=O)(=O)CCc2nnc(NC(=O)C3CCCO3)s2)cc1 (stereo unspecified),3,-1.5,98,97,0,4,4,-17,-3,-4
Cc1noc(C(=O)NCc2ccco2)c1Cl,5,-2.6,94,102,nt,1,11,-28,-4,-32
COc1ccc(CNc2oc(COc3ccc(Cl)cc3)nc2C#N)cc1,9,-2.5,46,48,-4,9,41,-46,-9,nt
CC(C)c1cc(C(=O)NNC(=S)NCc2ccco2)c(O)c(C(C)C)c1,0,-2.1,52,51,-10,3,8,-23,-2,-55
Cc1nc(N2CCOCC2)nc(N2CCCCC2)c1[N+](=O)[O-],7,-1.4,92,99,-7,4,9,-34,-8,0
O=C(c1ccc2c(=O)n(Cc3ccco3)c(=S)[nH]c2c1)N1CCN(Cc2ccccc2)CC1,-1,-3.0,87,79,0,9,8,-54,-23,-12
CNC(=S)Nc1cc(OC)ccc1OC,6,-1.7,85,92,-2,1,17,-6,-2,-4
CCOC(=O)Cc1cc(-c2ccc(OC)cc2)nc2ccc3ccccc3c12,7,-2.2,87,90,-10,11,15,-30,0,-6
N#Cc1c(NCCCO)nc(-c2ccco2)c2c1CCCC2,-1,-1.5,103,96,0,-5,5,-25,-13,1
O=C(COC(=O)Cc1ccsc1)NCC12CC3CC(CC(C3)C1)C2,-2,-1.9,97,101,1,5,4,-20,0,-11
CNc1oc(-c2ccc(OCc3ccccc3)cc2)nc1C#N,2,-0.1,111,94,-1,0,6,-30,-19,nt
COc1ccc(-n2nnnc2SC(C)C(N)=O)cc1 (stereo unspecified),-9,0.9,97,110,0,-3,4,-59,-7,nt
COc1ccc2cc(CN(CC3COCCO3)S(=O)(=O)c3c(C)cc(C)cc3C)c(=O)[nH]c2c1 (stereo unspecified),-6,-1.7,85,94,0,1,5,-22,-3,-10
CCCCNC(=O)c1onc(CSc2ccc(OC)cc2)c1C(=O)O,-8,-1.7,88,89,0,17,22,8,-5,-4
O=C(N/N=C1\CCc2ccccc21)c1ccncc1,1,-0.4,90,102,-3,0,10,-10,3,nt
COC(=O)[C@@H](NC(=O)Nc1ccc(OC)cc1)C(C)C,2,-0.7,96,100,-1,3,9,-32,-1,7
CN(C)S(=O)(=O)c1ccc(C(=O)Nc2nnc(SCc3cccc(F)c3)s2)cc1,2,-0.4,97,102,-5,3,16,-46,4,14
COc1ccc(CC(=O)Nc2c3c(nn2-c2cccc(Cl)c2)CS(=O)(=O)C3)cc1,-8,-3.7,89,76,-6,8,2,-37,0,-12
COC(=O)[C@H](C)NC(=O)NCc1ccc(F)cc1,8,-0.3,98,100,-1,3,3,-12,-6,-3
COCCn1c(NCc2ccc(C)cc2)nc2c1c(=O)[nH]c(=O)n2C,1,-1.0,93,88,nt,7,1,5,-5,-43
COc1cccc(NS(=O)(=O)c2c(C)n(C)c(=O)n(C)c2=O)c1,2,-1.6,73,79,0,1,0,35,-10,19
Cc1c(C(=O)NCc2ccccn2)sc2nc(-c3ccc(F)cc3)cn12,-4,-1.1,105,96,nt,2,8,-30,-7,-11
COc1ccccc1NC(=O)N(CCN(C)C)Cc1cc2cc(C)ccc2[nH]c1=O,7,-3.1,88,82,-2,6,4,3,-8,7

# Just NPY-Y2 antag (2 entries from above):
smiles	NPY-Y2 antag
O=C1CC(NNc2ccccc2)C(=O)N1c1cccc(Cl)c1 (stereo unspecified)	1
Cc1ccc(-n2c(-c3ccccc3)nnc2-c2cccs2)cc1	4

# (cont.)
SMILES,GALR2 blocker,MRP1 act,HCT116 bCat-KO,PTEN del growth,Phagocyt inh,NPY-Y2 antag,Measles CPE,BB579 growth dn,Yeast life ext,E-sel TNF inh
Cc1cc(C)n2[nH]c(=O)c(N=Nc3cccc(C(F)(F)F)c3)c2n1,2,-1.0,94,97,-2,5,21,-47,-16,-14
Cn1c(-c2ccccc2)cnc1N,3,-1.4,99,111,0,0,15,-92,-8,15
COc1ccc(N(C(=O)c2ccco2)S(=O)(=O)c2cccc([N+](=O)[O-])c2)cc1,-3,-0.2,99,87,-1,6,2,-22,-4,-5
OCCCN1CCN(CCOc2ccccc2-c2ccccc2)CC1,1,-1.9,80,79,-2,4,9,-11,3,-5
C/C(NC1CCCC1)=C(/C#N)C(N)=O,-5,0.2,90,105,3,-1,3,-63,-6,-13
CC1=C(n2nnc3ccccc32)C(c2ccccc2)C(C#N)=C(N)O1 (stereo unspecified),4,-2.6,74,78,5,2,6,-8,-12,-10
CC(C)CC(=O)CN1C(=O)C2(OCCO2)c2ccccc21,-17,-0.6,89,97,-1,3,6,-32,-2,-43
Cc1cccc2cc(C#N)c(SCC(=O)NNC(=O)Cc3ccccc3)nc12,-3,-5.1,62,51,nt,-1,18,-32,-6,-24
CC(Sc1nnc(-c2ccc(O)cc2)o1)C(=O)Nc1cccc2ccccc12 (stereo unspecified),-8,0.5,103,100,-2,5,32,-19,-10,11
CCn1ncc(/C=N/O)c1C,-4,-2.1,103,108,-1,4,6,-21,-12,7
Cn1c(NCC(O)CO)nc2c1c(=O)n(Cc1ccc(Cl)c(Cl)c1)c(=O)n2C (stereo unspecified),7,-1.6,97,86,nt,0,7,-8,-27,nt
COCCn1c(SCC(=O)Nc2ccccc2C)nc2c(oc3ccccc32)c1=O,11,-0.8,94,97,-8,2,5,-11,18,26
C=CCn1c2ccccc2c2nnc(SC(CC)C(=O)Nc3nc(C)c(C(=O)OCC)s3)nc21 (stereo unspecified),0,-1.0,83,68,nt,3,10,-15,-7,nt
Clc1ccc(Sc2oc(/C=N/n3cnnc3)cc2Br)cc1,10,-5.9,18,68,-1,3,5,-2,-7,-31
Cc1cccc(NC(=O)c2cc(S(=O)(=O)NCc3ccco3)ccc2F)c1C,4,-3.3,85,76,-3,1,13,-23,-1,9
CCOC(=O)N1CCN(C(c2ccc(F)cc2)c2sc3nc(C)nn3c2O)CC1 (stereo unspecified),13,-1.5,93,103,-2,0,20,-11,-6,0
CCC(C)(C(=O)Nc1ccccc1C)N(C(=O)CNC(C)=O)c1ccc(C)cc1 (stereo unspecified),-4,-0.6,92,91,-2,2,12,-28,2,nt
CCCCCCn1c(CN2CCN(Cc3ccccc3)CC2)nc2c1c(=O)n(C)c(=O)n2C,-16,-5.0,69,71,-1,4,10,-37,27*,34
Cc1nn(Cc2n[nH]c(=S)n2Cc2ccccc2)c(C)c1Cl,-6,-3.3,83,93,1,1,12,-17,-24,-3
CNC(=S)NNC(=O)c1cccn(Cc2ccc(Cl)c(Cl)c2)c1=O,3,-0.4,85,84,nt,3,5,-22,-3,9

# Screening results: PubChem BioAssay, several laboratories
